# Screens from PubChem.
# GPR35 antagonists: inhibition of zaprinast-stimulated GPR35 beta-arrestin translocation – imaging, U2OS, beta-arrestin-GFP, zaprinast agonist, primary screen (AID 2058); U2OS GPR35 beta-arrestin-GFP translocation imaging, zaprinast antagonism; higher % means a stronger effect; inhibition, % at 10 µM, or IC50 in µM where a hit was titrated; hit rate 0.052% among 290,000;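 active = inhibition of at least 50% with at least 30 cells and total cytoplasm GFP at most 10,000,000; inconclusive = under 30 cells or total GFP of 10,000,000 plus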
# K1F lysis inhibition: inhibition of K1F phage lysis, E. coli UTI89, bacterial capsule biogenesis inhibitors, alamar blue (AID 488966) | E. coli UTI89 K1F phage lysis, alamar blue, 2 h; higher % means a stronger effect | one-dose inhibition, % at 100 µM; IC50 in µM for titrated hits | hit rate 0.02% among 340,000;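 active = phage lysis inhibition, versus mean bacterial control, above a set limit; inconclusive = no clear call, values can overlap the other calls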;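 note: capsule biogenesis inhibitors block K1F phage lysis so surviving cells raise fluorescence; higher fluorescence means more inhibition of phage lysis; actives were called in the ten point dose series up to 300 µM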
# NTR1 ag: agonists of NTR1, primary screen, imaging, U2OS cells, beta-arrestin-GFP, high content (AID 493036). activation, % at 20 µM. P30989. hit rate 0.17% among 330,000. NTR1-U2OS beta-arrestin-GFP spot imaging, agonist mode;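 active = activation at or above 40% of the spot to cytoplasm intensity ratio, with at least 20 cells analyzed; inconclusive = wells under 20 cells, flagged as cytotoxic or low count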;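 note: 0% = DMSO without peptide and 100% = 100 nM NTR1 peptide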
# Target sequence (P30989 whole entry, looked up): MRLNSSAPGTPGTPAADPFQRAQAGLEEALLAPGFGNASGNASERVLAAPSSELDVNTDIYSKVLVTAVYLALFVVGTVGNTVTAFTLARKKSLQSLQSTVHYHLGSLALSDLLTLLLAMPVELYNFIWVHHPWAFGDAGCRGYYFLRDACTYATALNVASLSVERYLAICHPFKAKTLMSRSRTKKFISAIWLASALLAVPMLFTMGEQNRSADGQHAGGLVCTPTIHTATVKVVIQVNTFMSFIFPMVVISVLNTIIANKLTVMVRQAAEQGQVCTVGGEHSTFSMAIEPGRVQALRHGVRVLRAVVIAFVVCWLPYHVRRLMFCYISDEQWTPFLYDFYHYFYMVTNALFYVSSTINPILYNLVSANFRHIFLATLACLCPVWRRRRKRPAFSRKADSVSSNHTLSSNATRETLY
# GPR55 LPI antagonism: GPR55 antagonists blocking LPI-driven arrestin recruitment, primary screen, imaging, U2OS, beta-arrestin-GFP, LPI agonist (AID 2013); inhibition, % at 10 µM; hits with a dose series show IC50 in µM; hit rate 0.13% among 290,000; U2OS GPR55 beta-arrestin-GFP translocation imaging, LPI antagonism; higher % means a stronger effect;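 active = spots per cell inhibited over 60%, with over 100 cells counted and total cytoplasm intensity under 500,000; inconclusive = wells with under 100 cells, flagged as likely toxic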;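 note: U2OS cells stably carrying GPR55 and arrestin-GFP stimulated by 5 µM LPI near EC80; imaged beta-arrestin-GFP aggregate spots per cell after agonist stimulation; plate controls were LPI-stimulated DMSO wells for no effect and DMSO wells without LPI for full effect; some results filed as inactive read as strong as hits; confirmed hits need IC50 under 10 µM and bright autofluorescent wells are also inconclusive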
# GPR55 beta-arrestin: GPR55 agonists via beta-arrestin recruitment, primary screen, imaging, U2OS cells, beta-arrestin-GFP redistribution (AID 1961); activation, % at 10 µM, or EC50 in µM where a hit was titrated; hit rate 0.048% among 290,000; U2OS GPR55 beta-arrestin-GFP redistribution imaging; higher % means a stronger effect;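 active = activation above 40% with more than 50 cells counted in the well; inconclusive = wells holding fewer than 50 cells, flagged as toxic or sparse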;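 note: U2OS osteosarcoma cells stably expressing GPR55 and beta-arrestin-GFP; plate controls were DMSO negative control for no effect and LPI positive control for full effect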
# NS5 inhibitors: flavivirus cap methylation enzyme inhibition – biochemical, confirmation dose response, primary screen (AID 588689). Dengue-2 NS5 methyltransferase capping enzyme assay, biochemical; higher % means a stronger effect. inhibition, % at 25 µM, or IC50 in µM where a hit was titrated. hit rate 0.3% among 340,000; in the data active = a potency from the dose series; inconclusive = inhibition above about 29% without an active follow-up result
# AID2073: disruptors of CaV2.2 binding to Mint1 – biochemical, HTRF (AID 2073); HTRF protein-protein interaction, Mint1-CaV2.2; higher % means a stronger effect; inhibition, % at 20 µM; hits with a dose series show IC50 in µM; hit rate 0.19% among 290,000; in the data active = inhibition mostly above about 51%, no sharp cut-off; inconclusive = no clear call, values can overlap the other calls; inactive = mostly below about 53%; note: some results filed as inactive read as strong as hits
# HIV fusion peptide: inhibitors of HIV fusion peptide binding, primary screen, biochemical, uHTS, fluorescence dequenching (AID 1986); inhibition, % at 20 µM, or IC50 in µM where a hit was titrated; hit rate 0.3% among 290,000; cell-free peptide binding, fluorescence dequenching, 30 min; higher % means a stronger effect; in the data active = inhibition mostly above about 52%, no sharp cut-off; inactive = mostly below about 76%; note: some results filed as inactive read as strong as hits
# SIAH1 antagonists: Siah-1 peptide-binding antagonists, primary screen, biochemical, fluorescence polarization, rhodamine-plectin, uHTS (AID 1817); Siah-1 / rhodamine-plectin peptide fluorescence polarization; higher % means a stronger effect; displacement, % at 20 µM, or IC50 in µM where a hit was titrated; hit rate 0.02% among 290,000;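 active = displacement of at least 50% at 20 µM, with a fluorescence ratio check between 0.3 and a set limit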;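 note: plate controls were Siah plus tracer with DMSO for no effect and tracer alone without Siah for full effect; strong numbers were not always called active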
# NTR1 ag cell count 20 µM: recorded beside NTR1 ag, whose call it bears; cell count; measured here: cell count, cytotoxicity flag
# NS5 inhibitors pilot replicate: also measured in NS5 inhibitors; calls as there; inhibition, %; measured here: pilot screen replicate inhibition
# * marks the source's active call; other numbers are inactive results; ? = inconclusive; nt = not tested or not shown; [ ] = dose if it differs, or a comment.
SMILES,GPR35 antagonists,K1F lysis inhibition,NTR1 ag,NTR1 ag cell count 20 µM,GPR55 LPI antagonism,GPR55 beta-arrestin,NS5 inhibitors,AID2073,HIV fusion peptide,SIAH1 antagonists,others
CCCCN1CCc2c([nH]c3c(C)cccc23)C1=O,-4.0%,0.6%,-0.9,83,10.5%,-0.1%,3.3%,14.3%,3.9%,-0.8%,
Cc1cccc(C)c1OCC(=O)N(Cc1ccco1)C1CCS(=O)(=O)C1 (stereo unspecified),6.6%,1.9%,-3.4,25,-9.2%,-0.1%,-1.4%,5.5%,1.8%,3.4%,
Cc1cc2c(cc(C(=O)N3CCC(C(=O)NC4CCCC4)CC3)n2Cc2c(F)cccc2Cl)o1,4.9%,0.2%,7.5,58,-7.9%,-0.1%,-2.8%,5.2%,-2.4%,2.9%,
CCC(Oc1cccc(C)c1)C(=O)Nc1ccccc1C(=O)N1CCOCC1 (stereo unspecified),-7.0%,2.3%[50 µM],0.0,51,-0.1%,0.0%,-1.3%,-7.6%,-1.0%,2.8%,
CN(C)c1ccc(/C=N/NC(=O)CNC(=O)c2ccncc2)cc1,-2.1%,1.5%[50 µM],0.1,65,1.3%,-0.1%,-4.5%,-1.5%,0.5%,7.9%,
C=C1SC(=Nc2ccccc2Cl)N(C(=O)c2sc3ccccc3c2Cl)C12CCCCC2,11.3%,nt,nt,nt,-5.5%,-0.1%,nt,5.0%,0.9%,10.8%,
COC(=O)CCCC(=O)NCC1(N(C)Cc2ccccc2)Cc2ccccc2C1,-9.9%,0.1%,-0.2,52,-0.8%,-0.2%,2.6%,1.2%,0.5%,0.2%,NS5 inhibitors pilot replicate=-4.5
O=C(CSc1cccc(C(F)(F)F)c1)Nc1cc(S(=O)(=O)N2CCCC2)ccc1Cl,1.7%,0.2%[50 µM],3.7,47,2.5%,-0.2%,-3.3%,3.0%,-1.2%,-1.8%,
Cc1ccc(C(=O)CCC2CCCCC2=O)cc1 (stereo unspecified),-5.2%,0.2%,0.9,87,-2.3%,-0.1%,-0.7%,-2.8%,-1.7%,2.7%,
Cc1cc(C)cc(NC(=O)c2ccc(CSc3nnnn3C)cc2)c1,6.0%,0.6%,-0.9,33,23.9%,-0.2%,-1.1%,3.0%,2.4%,2.1%,
COc1ccccc1OCCNC(=O)c1ccc(Br)cc1,-3.0%,0.1%,0.2,57,2.7%,0.0%,-2.6%,?,1.3%,1.1%,
Cc1ccc(C(CC(N)=O)c2ccco2)cc1 (stereo unspecified),5.6%,-0.4%,-1.0,71,29.1%,-0.2%,5.5%,18.3%,-0.8%,3.4%,
O=C(Nc1ccccc1)NC1(C(=O)N2CCC(O)CC2)CCCCC1,8.1%,0.4%,-0.5,63,8.0%,0.2%,-13.4%,0.2%,-0.7%,-3.1%,
Cc1ccc(S(=O)(=O)N2CCCCC2)cc1NC(=O)Cc1c[nH]c2ccccc12,24.9%,2.1%[50 µM],1.9,77,7.3%,-0.2%,0.0%,9.6%,0.6%,8.9%,
COc1cc(/C=C2/NC(=O)N(Cc3ccccc3F)C2=O)cc(OC)c1O,2.0%,0.0%,0.8,58,-9.2%,-0.4%,1.5%,-10.8%,3.9%,-0.5%,
CC(NC(=O)CCc1nnc(-c2ccc(-c3ccccc3)cc2)o1)c1nccs1 (stereo unspecified),9.5%,0.0%,2.5,43,-1.9%,-0.1%,nt,37.7%,0.2%,18.2%,
CCOC(=O)CN1C(=O)C(=O)N(Cc2ccccc2F)C1=O,-5.9%,-0.1%,0.6,73,-3.9%,-0.1%,-0.7%,17.8%,-3.3%,1.7%,
Cc1ccc(NS(=O)(=O)c2ccc(Cl)c(C(=O)Nc3cccc(C(=O)O)c3)c2)cc1,0.8%,0.6%,-0.5,53,-0.3%,-0.3%,-2.3%,3.2%,9.1%,-4.2%,
Cc1cccc(NC(=S)NNC(=O)c2csc3c2CCC(C)C3)c1 (stereo unspecified),-21.0%,1.2%,4.4,94,1.4%,0.2%,-5.5%,-8.3%,0.4%,-3.0%,
Cc1cc(OCC(O)CN2CCc3ccccc3C2)cc(C(C)C)c1 (stereo unspecified),-6.3%,0.2%,4.8,84,2.6%,0.0%,-3.9%,2.9%,-0.6%,-6.2%,
CCCc1cc(=O)[nH]c(NCCc2ccccc2)n1,-1.6%,-1.0%,2.8,66,10.2%,-0.1%,-2.7%,20.1%,1.7%,5.4%,
Cc1ccc(O)c(NC(=O)C2CCCN2C(=O)OCc2ccccc2)c1 (stereo unspecified),0.2%,0.2%,1.1,61,5.1%,-0.1%,-9.7%,9.6%,-1.8%,1.6%,
Fc1ccc(-c2nnc(CSc3nnc4ccccn34)o2)cc1,-9.7%,1.7%[50 µM],-0.9,46,-2.6%,-0.2%,3.9%,10.7%,2.7%,0.4%,
Cc1occc(=O)c1OCc1c(F)cccc1Cl,4.2%,0.6%,-0.9,107,2.2%,0.7%,nt,10.9%,0.0%,2.3%,
CC(C)NC(=O)c1nn2c(C(F)(F)F)cc(-c3ccco3)nc2c1Cl,9.6%,0.0%,2.3,64,2.7%,0.5%,10.9%,24.3%,2.6%,12.5%,

# The list goes on, overlapping the part above by five compounds.
SMILES,GPR35 antagonists,K1F lysis inhibition,NTR1 ag,NTR1 ag cell count 20 µM,GPR55 LPI antagonism,GPR55 beta-arrestin,NS5 inhibitors,AID2073,HIV fusion peptide,SIAH1 antagonists,others
CCCc1cc(=O)[nH]c(NCCc2ccccc2)n1,-1.6%,-1.0%,2.8,66,10.2%,-0.1%,-2.7%,20.1%,1.7%,5.4%,
Cc1ccc(O)c(NC(=O)C2CCCN2C(=O)OCc2ccccc2)c1 (stereo unspecified),0.2%,0.2%,1.1,61,5.1%,-0.1%,-9.7%,9.6%,-1.8%,1.6%,
Fc1ccc(-c2nnc(CSc3nnc4ccccn34)o2)cc1,-9.7%,1.7%[50 µM],-0.9,46,-2.6%,-0.2%,3.9%,10.7%,2.7%,0.4%,
Cc1occc(=O)c1OCc1c(F)cccc1Cl,4.2%,0.6%,-0.9,107,2.2%,0.7%,nt,10.9%,0.0%,2.3%,
CC(C)NC(=O)c1nn2c(C(F)(F)F)cc(-c3ccco3)nc2c1Cl,9.6%,0.0%,2.3,64,2.7%,0.5%,10.9%,24.3%,2.6%,12.5%,
O=S(=O)(c1ccc(Cl)cc1)N1CCN=C1SCc1ccc(Cl)c(Cl)c1,-10.4%,3.3%,7.2,38,9.4%,-0.1%,-1.4%,5.1%,-0.4%,2.4%,
O=C(CSc1ncnc2ccccc12)NCC(=O)c1ccccc1,16.0%,0.5%,-1.6,51,-8.6%,0.2%,-10.6%,-4.7%,-2.5%,-1.7%,
O=C(NCCN1CCOCC1)C(=O)NCC1CCCO1 (stereo unspecified),7.2%,1.5%[50 µM],1.1,55,-7.9%,1.1%,-8.3%,-0.4%,0.9%,-2.6%,
COC(C(=O)N/N=C/c1ccc(OCC(=O)N2CCOCC2)cc1)c1ccccc1 (stereo unspecified),-4.8%,0.1%,0.9,43,1.1%,?,-7.3%,11.9%,0.6%,2.7%,
CC(C)(C)c1cccc(P(=O)(c2ccccc2)c2ccccc2)c1O,-2.6%,-0.1%,9.2,50,5.6%,-0.1%,0.0%,4.4%,-1.7%,0.8%,
O=C(Nc1ccccc1C(=O)Nc1ccccc1)c1cccs1,-4.7%,-0.2%,1.0,38,3.6%,-0.1%,-4.1%,14.9%,1.1%,2.9%,
Cc1c(C(=O)N(C)CCc2cnn(C)c2)oc2c(F)cccc12,4.5%,0.3%,-0.4,67,4.5%,0.2%,-1.8%,9.9%,2.5%,5.0%,
CCCn1c(N2CCN(C(=O)NCc3ccccc3)CC2)nc2ccccc21,2.9%,0.0%,1.1,69,-2.0%,-1.0%,-7.1%,14.0%,1.0%,3.8%,
O=C(O)/C=C/C(=O)Nc1ccc(O)cc1,7.4%,-0.7%[50 µM],-1.5,47,-2.2%,0.2%,7.5%,6.0%,-3.9%,18.2%,
CN(c1ccccc1)c1ccc(/C=c2\s/c(=C(/C#N)C(=O)C(C)(C)C)n(Cc3ccco3)c2=O)cc1,?,nt,2.7,49,74.0%*,14.5%,nt,45.7%,-2.0%,101.5%*,
CCN(CC)CCN(Cc1cc2cc(C)ccc2[nH]c1=O)C(=S)Nc1ccccc1,0.4%,-0.2%,2.0,43,7.8%,-0.1%,-9.3%,-24.0%,-1.2%,6.8%,
COc1ccc(NC(=S)N2CCC(Cc3ccccc3)CC2)cc1,-12.2%,0.3%,-0.3,52,-1.5%,-0.1%,-0.7%,-12.1%,-1.4%,-1.1%,
COc1ccccc1N1CCN(C(=O)c2cc(-c3ccccc3)on2)CC1,5.3%,-0.4%,-0.7,59,-5.1%,0.2%,-0.7%,-3.0%,-0.6%,-3.5%,
O=C(CSc1cccc(C(F)(F)F)c1)N1CCN(S(=O)(=O)c2ccccc2)CC1,-5.5%,0.6%,1.7,55,-14.3%,-0.2%,-3.8%,-0.5%,-0.5%,-0.9%,
COC(=O)c1ccc(Sc2ccccc2NS(=O)(=O)c2ccc(NC(C)=O)cc2)nc1,14.3%,1.1%,-0.6,89,8.9%,-0.2%,-12.9%,-15.9%,-1.4%,2.2%,
Cc1ccc(NC(=O)N2CCCC2C(=O)NCc2ccc3c(c2)OCO3)cc1 (stereo unspecified),5.5%,0.3%,-1.7,69,9.9%,-0.2%,-8.3%,-3.7%,0.9%,-2.7%,
O=C(COC(=O)CSc1ccc2ccccc2c1)NC1CC1,5.8%,2.6%,0.7,53,-3.5%,1.0%,-2.9%,-0.8%,-1.2%,-1.0%,
O=C(c1c(F)cccc1F)N1CCN(c2ncc(Br)cn2)CC1,6.0%,0.5%,-0.4,70,-3.2%,-0.1%,0.0%,8.9%,-1.2%,-3.0%,
O=C(/C=C/c1cccc([N+](=O)[O-])c1)N1CCOCC1,6.9%,4.5%,-1.2,70,-10.2%,0.2%,-1.5%,0.2%,0.1%,-0.5%,

# Hits appear at their usual frequency; 1.2% or so of the library scored in one or more.
